High-throughput results from PubChem.
Shn3 3UTR inh = reduces Shn3 3'UTR luciferase signal in osteoblasts; Clone20 osteoblast Shn3 3'UTR firefly luciferase, 24 h; inhibition, % at 12.5 µM; AID 588674; actives 0.52% (n = 360,000);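 active = mean inhibition of at least 75% with every replicate also reaching 75%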;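 note: 0% = median of neutral control wells and 100% = pilot-screen positive control compound; some compounds past the cut are filed as inactive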
aDG glyco up = increases alpha dystroglycan glycosylation; AID 624168; activation, % at 10 µM; actives 0.22% (n = 360,000); Pro5-aDG cells, alpha-DG glycosylation AlphaScreen (IIH6); 0% Pro5, 100% B10-LARGE cell signal;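 active = activation of at least 8% versus controls, or a plate z-score of at least 8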;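 note: Pro5 are CHO cells carrying HIG-tagged alpha-DG that lacks glycosylation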
iPSC survival up = increases survival of single human iPS cells; survival enhancement, % at 20 µM; hiPSC single-cell survival, ATPlite luminescence; 100% = ROCK inhibitor wells, 0% = DMSO; actives 0.044% (n = 360,000); in the data active = survival enhancement above about 18%;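 note: cells exposed to compounds for 16 hours before the ATP read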
NR2E3 ag-1 = agonists of human NR2E3 nuclear receptor; CHO-S Gal4-NCOR/VP16-NR2E3 two-hybrid, luciferase; actives 0.35% (n = 360,000); AID 602229; inhibition of corepressor binding, % at 3.98 µM; Q9Y5X4;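 active = inhibition above the mean of all tested compounds plus 3 SD, cut at about 70% in these data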;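 note: 0% = DMSO with NR2E3 transfected cells and 100% = cells lacking NR2E3 construct; higher means lower luciferase signal from less NR2E3 corepressor binding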
Target sequence (Q9Y5X4 whole entry, looked up, the tested form may be a part): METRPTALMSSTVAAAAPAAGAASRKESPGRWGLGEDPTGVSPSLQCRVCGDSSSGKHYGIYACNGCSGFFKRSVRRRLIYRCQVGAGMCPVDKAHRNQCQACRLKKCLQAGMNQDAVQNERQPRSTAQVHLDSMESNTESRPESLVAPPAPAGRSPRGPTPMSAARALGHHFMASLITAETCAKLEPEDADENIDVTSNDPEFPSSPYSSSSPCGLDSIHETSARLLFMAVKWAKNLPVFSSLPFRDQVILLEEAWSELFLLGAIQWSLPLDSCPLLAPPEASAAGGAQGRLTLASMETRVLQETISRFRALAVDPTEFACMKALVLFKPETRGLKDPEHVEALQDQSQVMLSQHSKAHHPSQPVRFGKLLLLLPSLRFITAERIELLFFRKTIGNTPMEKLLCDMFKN
HIF-2a inh = inhibitors of HIF-2a; 786-0 RCC cells HIF-2a reporter, luciferase luminescence, overnight; inhibition, % at 18.8 µM; actives 0.72% (n = 360,000);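 active = inhibition of the luminescence signal of 40% or more relative to plate controls, in a single-dose primary screen at 18.75 µM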
Peg3 prom inh = reduces Peg3 promoter-driven luciferase expression in HeLa. HeLa PEG-Prom luciferase reporter, luminescence, overnight. actives 1.7% (n = 360,000). inhibition, % at 20 µM;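 active = inhibition of at least 50% at 20 µM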
MITF TRPM1 inh = MITF TRPM1 promoter inhibition in SK-MEL-5 cells. SK-MEL-5 TRPM1 promoter luciferase, 24 h. inhibition, % at 12.5 µM. actives 0.83% (n = 330,000);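 active = mean inhibition across replicates of 60% or more, whatever share of single replicates reaches that level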; note: values of inactives mirror those of a sister screen read the other way
KKLEB tox = reduces viability of KKLEB cystic fibrosis airway cells; activity change (cytotoxicity), % at 5 µM; KKLEB CF airway cells viability, ATPlite luminescence, overnight; hits give low values; cells stimulated with P. aeruginosa culture filtrate; actives 0.36% (n = 360,000); AID 602141;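 active = corrected activity change at or below -50% at 5 µM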
CF NFkB inh = cystic fibrosis NF-kB activation inhibition; AID 588850; KKLEB NF-kB-GFP reporter, PAF-induced, GFP fluorescence overnight; actives 0.86% (n = 360,000); inhibition, % at 5 µM;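 active = at least 50% inhibition at 5 µM, scaled per plate between neutral and stimulator controls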;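 note: PAF is a Pseudomonas aeruginosa culture filtrate used as stimulus; plate controls were PAF-stimulated DMSO wells for no effect and unstimulated DMSO wells for full effect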
NR2E3 ag-2 = NR2E3 (human) agonism. AID 2300. inhibition of corepressor binding, % at 4.78 µM. Q9Y5X4. GST-NR2E3/biotin-RetCOR TR-FRET, 1536-well. actives 0.12% (n = 320,000);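 active = percent inhibition above the cutoff of mean plus 3 SD of all tested compounds, set per screening campaign, cut at about 20% in these data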;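 note: 0% = DMSO wells and 100% = biotin wells as full block of FRET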
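Material – GST-tagged NR2E3 plus biotinylated RetCOR corepressor · Quantity – NR2E3 fusion 1.35 nM · Times – 5 h incubation at 4 °C · Medium – pH 7.5 Tris-based buffer · Technique – TR-FRET, Eu(K)-anti-GST donor, streptavidin-D2 acceptor, ex 340, em 617/671 nm · Benchmarks – high control biotin, low control 0.6% DMSO · Format – 1536-well plates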
TWEAK Fn14 block = blocks TWEAK-Fn14 interaction in a reporter cell assay; TWEAK-stimulated Fn14 reporter cells, luciferase luminescence, 8 h; inhibition, % at 10 µM; actives 2% (n = 360,000); AID 1159606; in the data active = inhibition above about 50%
Numbers without * were called inactive.

How did O=C1/C(=C/c2ccco2)Cc2ccccc21 do in these assays?
Shn3 3UTR inh: -23; aDG glyco up: 0.0; iPSC survival up: -1.5; NR2E3 ag-1: -24; HIF-2a inh: -47; Peg3 prom inh: -195; MITF TRPM1 inh: -20; KKLEB tox: 12; CF NFkB inh: -13; NR2E3 ag-2: -5; TWEAK Fn14 block: 20

How did COc1ccc(NC(=O)c2ccco2)cc1NC(=O)c1ccco1 do in these assays?
Shn3 3UTR inh: 11; aDG glyco up: -0.1; iPSC survival up: -1.9; NR2E3 ag-1: -14; HIF-2a inh: -4; Peg3 prom inh: -12; MITF TRPM1 inh: 0; KKLEB tox: 13; CF NFkB inh: -25; NR2E3 ag-2: 1; TWEAK Fn14 block: -3

Results for O=C(NC1CCCC1)c1cc(S(=O)(=O)N2CCCC2)ccc1Cl ?
Shn3 3UTR inh: -10; aDG glyco up: -0.2; iPSC survival up: -0.4; NR2E3 ag-1: 5; HIF-2a inh: 24; Peg3 prom inh: 0; MITF TRPM1 inh: -7; KKLEB tox: -3; CF NFkB inh: -7; NR2E3 ag-2: -1; TWEAK Fn14 block: -1

Results for COc1cc(NC(=O)C(C)Oc2ccccc2)cc(OC)c1 (centres undefined) ?
Shn3 3UTR inh: -41; aDG glyco up: -0.1; iPSC survival up: 1.8; NR2E3 ag-1: -16; HIF-2a inh: 19; Peg3 prom inh: 1; MITF TRPM1 inh: -4; KKLEB tox: 6; CF NFkB inh: -2; NR2E3 ag-2: 0; TWEAK Fn14 block: 7

What do the screens show for `O=C(O)c1ccccc1-c1ccc([N+](=O)[O-])cc1Cl`?
Shn3 3UTR inh: -13; aDG glyco up: 0.1; iPSC survival up: -1.1; NR2E3 ag-1: 27; HIF-2a inh: 25; Peg3 prom inh: -1; KKLEB tox: 27; CF NFkB inh: -73; TWEAK Fn14 block: 0

What do the screens show for `O=C(CC(=O)c1ccccn1)c1ccccc1`?
Shn3 3UTR inh: -57; aDG glyco up: -0.3; iPSC survival up: -0.8; NR2E3 ag-1: -122; HIF-2a inh: -226; Peg3 prom inh: -181; MITF TRPM1 inh: -60; KKLEB tox: 5; CF NFkB inh: -14; TWEAK Fn14 block: 10

How did CCc1cc(=O)oc2cc(C)cc(OC(C)C(=O)NCCCN3CCOCC3)c12 (centres undefined) do in these assays?
Shn3 3UTR inh: 3; aDG glyco up: 0.1; iPSC survival up: 1.0; NR2E3 ag-1: -7; HIF-2a inh: 15; Peg3 prom inh: -3; MITF TRPM1 inh: -4; KKLEB tox: -4; CF NFkB inh: 6; NR2E3 ag-2: -1; TWEAK Fn14 block: 26

Results for COC(=O)c1ccn(C(=O)c2ccc(Cl)cc2)n1 ?
Shn3 3UTR inh: -7; aDG glyco up: 0.1; iPSC survival up: -1.4; NR2E3 ag-1: -17; HIF-2a inh: 10; Peg3 prom inh: 9; MITF TRPM1 inh: 2; KKLEB tox: -3; CF NFkB inh: 10; NR2E3 ag-2: 4; TWEAK Fn14 block: -9

Results for Cc1ccc(C(=O)Nn2cnnc2)cc1Cl ?
Shn3 3UTR inh: -3; aDG glyco up: -0.1; iPSC survival up: 0.1; NR2E3 ag-1: 11; HIF-2a inh: 27; Peg3 prom inh: 7; MITF TRPM1 inh: -1; KKLEB tox: -1; CF NFkB inh: 7; NR2E3 ag-2: 3; TWEAK Fn14 block: -5

How did Cc1ccc(F)cc1C(=O)N1CCCC(c2cc(C(=O)Nc3ccccc3Cl)no2)C1 (centres undefined) do in these assays?
Shn3 3UTR inh: 23; aDG glyco up: 0.5; iPSC survival up: 3.8; NR2E3 ag-1: 11; HIF-2a inh: -9; Peg3 prom inh: -11; KKLEB tox: -26; CF NFkB inh: 14; TWEAK Fn14 block: -3

How did C[C@@H]1CCC2[C@](C)(CO)[C@@H](O)CC[C@]2(C)[C@@]12C[C@](CO)(CC(=O)O)CO2 (some centres undefined) do in these assays?
Shn3 3UTR inh: -6; aDG glyco up: 0.0; iPSC survival up: -0.2; NR2E3 ag-1: -6; HIF-2a inh: 5; Peg3 prom inh: 4; MITF TRPM1 inh: 7; KKLEB tox: 5; CF NFkB inh: 0; NR2E3 ag-2: -2; TWEAK Fn14 block: -3

What do the screens show for `CN1CCN(C2=C(Cl)C(=O)C(c3cnc(N4CCCCC4)s3)=C(Cl)C2=O)CC1`?
Shn3 3UTR inh: 25; aDG glyco up: -0.3; iPSC survival up: -1.7; NR2E3 ag-1: 3; HIF-2a inh: 19; Peg3 prom inh: 40; MITF TRPM1 inh: 57; KKLEB tox: -2; CF NFkB inh: 4; NR2E3 ag-2: 2; TWEAK Fn14 block: 20

What do the screens show for `CCc1nnc(NC(=O)CSc2ccc(-c3nc4ccccc4[nH]3)cn2)s1`?
Shn3 3UTR inh: -7; aDG glyco up: 0.0; iPSC survival up: -2.7; NR2E3 ag-1: -22; HIF-2a inh: -281; Peg3 prom inh: -247; MITF TRPM1 inh: -82; KKLEB tox: 13; CF NFkB inh: -3; NR2E3 ag-2: -15; TWEAK Fn14 block: 5

Results for O=C(NCCCN1CCC(Cc2ccccc2)CC1)C1CCN(S(=O)(=O)N2CCC3(CC2)OCCO3)CC1 ?
Shn3 3UTR inh: -8; aDG glyco up: 0.6; iPSC survival up: 2.7; NR2E3 ag-1: -2; HIF-2a inh: 14; Peg3 prom inh: 11; MITF TRPM1 inh: 3; KKLEB tox: -5; CF NFkB inh: 1; NR2E3 ag-2: -2; TWEAK Fn14 block: -1

What do the screens show for `CCN(CC)C(=O)C1=C(C)N(Cc2ccc(C(C)(C)C)cc2)C(=O)C(CC(=O)NCCc2ccccn2)C1` (centres undefined)?
Shn3 3UTR inh: 0; aDG glyco up: -0.1; iPSC survival up: 0.2; NR2E3 ag-1: -10; HIF-2a inh: 5; Peg3 prom inh: -4; KKLEB tox: -4; CF NFkB inh: 14; TWEAK Fn14 block: -3

How did CS(=O)(=O)Nc1ccc2c(c1)[C@@H]1C[C@@H](CC(=O)NCc3cccnc3)O[C@H](CO)[C@@H]1O2 do in these assays?
Shn3 3UTR inh: -7; aDG glyco up: 0.1; iPSC survival up: 11; NR2E3 ag-1: 4; HIF-2a inh: 11; Peg3 prom inh: -12; KKLEB tox: 10; CF NFkB inh: -18; TWEAK Fn14 block: 11

How did CCOC(=O)C1CCCN(C(=O)c2sc3nc(C)nc(N4CCOCC4)c3c2C)C1 (centres undefined) do in these assays?
Shn3 3UTR inh: -6; aDG glyco up: 0.1; iPSC survival up: 5.3; NR2E3 ag-1: -23; HIF-2a inh: 5; Peg3 prom inh: 14; MITF TRPM1 inh: -4; KKLEB tox: -7; CF NFkB inh: 4; NR2E3 ag-2: 1; TWEAK Fn14 block: -22

How did Cc1c(NC(=O)c2ccccc2NC(=O)COc2ccccc2)cccc1C(=O)O do in these assays?
Shn3 3UTR inh: -5; aDG glyco up: -0.1; iPSC survival up: 0.4; NR2E3 ag-1: -34; HIF-2a inh: 15; Peg3 prom inh: 6; MITF TRPM1 inh: 2; KKLEB tox: 4; CF NFkB inh: 10; NR2E3 ag-2: 2; TWEAK Fn14 block: -13

How did CC(=O)c1c(C)oc2ccc(NS(=O)(=O)c3cccs3)cc12 do in these assays?
Shn3 3UTR inh: 1; aDG glyco up: 0.7; iPSC survival up: -1.4; NR2E3 ag-1: 15; HIF-2a inh: 11; Peg3 prom inh: 15; MITF TRPM1 inh: -2; KKLEB tox: -7; CF NFkB inh: 12; NR2E3 ag-2: 8; TWEAK Fn14 block: 16

Results for Cc1cccc(NN=C2c3ccccc3-c3ccccc32)c1 ?
Shn3 3UTR inh: -19; aDG glyco up: -0.4; iPSC survival up: 5.0; NR2E3 ag-1: -32; HIF-2a inh: -41; Peg3 prom inh: -14; MITF TRPM1 inh: 3; KKLEB tox: 15; CF NFkB inh: -23; NR2E3 ag-2: 4; TWEAK Fn14 block: -10

What do the screens show for `Cc1c(NC(=O)Nc2ccc(F)cc2)c(=O)n(-c2ccccc2)n1C`?
Shn3 3UTR inh: 6; aDG glyco up: 0.0; iPSC survival up: -0.5; NR2E3 ag-1: 10; HIF-2a inh: 17; Peg3 prom inh: 0; MITF TRPM1 inh: 12; KKLEB tox: 18; CF NFkB inh: -12; NR2E3 ag-2: 1; TWEAK Fn14 block: 8

How did O=[N+]([O-])/C(C(Cl)=C(Cl)Cl)=C1\Nc2ccccc2O1 do in these assays?
Shn3 3UTR inh: -2; aDG glyco up: 0.1; iPSC survival up: 0.9; NR2E3 ag-1: -13; HIF-2a inh: 4; Peg3 prom inh: 4; MITF TRPM1 inh: 16; KKLEB tox: 12; CF NFkB inh: -14; NR2E3 ag-2: 1; TWEAK Fn14 block: 26

What do the screens show for `Cc1ccc(OCC(=O)Nn2cnnc2)c(Br)c1`?
Shn3 3UTR inh: -1; aDG glyco up: -0.1; iPSC survival up: 1.4; NR2E3 ag-1: -11; HIF-2a inh: 14; Peg3 prom inh: 0; MITF TRPM1 inh: 3; KKLEB tox: 0; CF NFkB inh: -2; NR2E3 ag-2: 5; TWEAK Fn14 block: -13

What do the screens show for `O=C(NCc1c(O)ccc2ccccc12)c1ccccc1`?
Shn3 3UTR inh: 23; aDG glyco up: 0.0; iPSC survival up: 1.6; NR2E3 ag-1: 8; HIF-2a inh: 8; Peg3 prom inh: 20; MITF TRPM1 inh: 6; KKLEB tox: 3; CF NFkB inh: 8; TWEAK Fn14 block: 1

Results for CC(C)(C)S(=O)(=O)c1cnc2c(-c3ccc(F)cc3)cnn2c1N ?
Shn3 3UTR inh: -50; aDG glyco up: 0.1; iPSC survival up: -2.5; NR2E3 ag-1: -17; HIF-2a inh: -38; Peg3 prom inh: -49; MITF TRPM1 inh: -50; KKLEB tox: -20; CF NFkB inh: 11; NR2E3 ag-2: 4; TWEAK Fn14 block: -11

Results for COc1ccc(OC)c(C(=O)COC(=O)CNC(=O)C2CCCCC2)c1 ?
Shn3 3UTR inh: 3; aDG glyco up: -0.2; iPSC survival up: 3.9; NR2E3 ag-1: 7; HIF-2a inh: 13; Peg3 prom inh: -15; MITF TRPM1 inh: 19; KKLEB tox: 0; CF NFkB inh: 11; NR2E3 ag-2: 2; TWEAK Fn14 block: 16

What do the screens show for `OC(Cn1cnnc1)c1ccccc1` (centres undefined)?
Shn3 3UTR inh: 8; aDG glyco up: 0.1; iPSC survival up: -0.4; NR2E3 ag-1: 10; HIF-2a inh: 11; Peg3 prom inh: -1; MITF TRPM1 inh: 2; KKLEB tox: 2; CF NFkB inh: 5; NR2E3 ag-2: -1; TWEAK Fn14 block: -4

What do the screens show for `COc1ccc(-n2c3c(cc(C(=O)N4CCN(CCO)CC4)c2=O)C(=O)CC(C)(C)C3)cc1`?
Shn3 3UTR inh: 1; aDG glyco up: 0.1; iPSC survival up: 7.4; NR2E3 ag-1: -19; HIF-2a inh: 9; Peg3 prom inh: 10; MITF TRPM1 inh: 8; KKLEB tox: 10; CF NFkB inh: 6; NR2E3 ag-2: -3; TWEAK Fn14 block: -3
